# Assay outcomes deposited in PubChem by National Center for Advancing Translational Sciences (NCATS).
# GAA glycogen – GAA glycogen-cleavage inhibition or activation | P10253 | recombinant GAA, glycogen substrate, Amplex Red glucose oxidase fluorescence | Potency, µM (highest dose often 76.4 µM), without a hit: top-dose activity change, negative = inhibition, usual class: inhibitors | hit rate 0.38% among 300,000;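 further: 0% = full enzyme reaction and -100% = no-enzyme basal signal; the screen sought inhibitors and activators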
#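 qHTS, 1536-well; enzyme 4 nM final; cpd up to 77 uM; substrate bovine liver glycogen 30 ug; 50 mM citrate/phosphate pH 5.0, 0.01% Tween-20; 37 C, 40 min; Amplex Red detection 45 min RT; Hill fit → AC50.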
# RGS12 GoLoco inh – RGS12 GoLoco-Gai1 interaction inhibition. P63096. Potency, µM (titrated, usually from 61.6 µM), inactives show at the top dose activity, negative = inhibition, hits mostly inhibitors. Gai1:RGS12 GoLoco peptide FP, rhodamine, 10 min. hit rate 0.44% among 230,000. AID 880; active means well fitted inhibition curve with a large enough effect, not every such curve was filed as active; inactive means no such curve, though single readings can be large or run the other way; further: on the % scale 0 is the no-effect control and ±100 the full control effect; nearly all actives have a fitted effect of over 30% in size; many of its hits are not listed in these tables
# Target sequence (P63096 whole entry, looked up): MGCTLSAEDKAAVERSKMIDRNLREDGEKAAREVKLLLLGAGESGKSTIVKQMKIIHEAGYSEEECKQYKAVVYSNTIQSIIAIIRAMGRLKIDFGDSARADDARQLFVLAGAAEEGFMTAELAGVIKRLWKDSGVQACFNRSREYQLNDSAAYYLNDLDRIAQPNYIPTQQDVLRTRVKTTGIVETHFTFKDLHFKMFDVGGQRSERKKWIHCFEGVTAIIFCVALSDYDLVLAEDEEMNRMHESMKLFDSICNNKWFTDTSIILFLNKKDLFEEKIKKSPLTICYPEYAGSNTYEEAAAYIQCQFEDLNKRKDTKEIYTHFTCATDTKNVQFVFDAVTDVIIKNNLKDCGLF
# IMPase Li cell – cell-permeable IMPase inhibitors with lithium potentiation; hit rate 0.35% among 210,000; CHO-M1 cells, IP1 TR-FRET (IP-One), carbachol + lithium; Potency, µM (highest dose often 59.4 µM), without a hit: at the top dose activity, negative = IMPase inhibition, most hits filed as inhibitors;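 further: IP1 builds up when IMPase is blocked and the TR-FRET signal falls; plate controls were basal vehicle for no effect and high inhibitor control for full effect; nearly all actives have a fitted effect of over 50% in size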
#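 Steps: plate 2000 CHO-M1 cells per well and culture 16–30 h; add compound and lithium; incubate 30 min, 37C; add d2-IP1 tracer and Eu cryptate anti-IP1 antibody in lysis buffer; read after 10 min at room temperature.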
# HttQ103 aggreg – mutant huntingtin aggregation inhibition. PC12 HttQ103-GFP aggregates, Acumen cytometry, 40 h. Potency, µM (highest dose often 46.1 µM), for inactives: at the highest dose activity change, negative = inhibition, most hits filed as inhibitors. hit rate 1.1% among 220,000. AID 1688; further: on the % scale 0 is the no-effect control and ±100 the full control effect; nearly all actives have a fitted effect of over 60% in size
#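 Ecdysone-promoter PC12 model expressing HTT exon 1 Q103 fused to GFP, induced by tebufenozide at 100 nM final. Compounds titrated; aggregates sized 1–25 µm scored on a 488 nm laser cytometer.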
# HTT ATP protect – protects HTT-Q103 PC12 cells, measured by ATP; PC12 HTT-Q103 induced, cytoprotection, ATP luminescence, 40 h; Potency, µM (doses to about 56.4 µM), for inactives: cytoprotection (ATP increase), hits mostly activators; hit rate 0.14% among 230,000;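 further: % of control where 0% means no effect; nearly all actives have a fitted effect of over 45% in size; toxic huntingtin expression switched on by the ecdysone agonist tebufenozide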
#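 Cells were plated at 1500 per well in phenol red-free DMEM with 5% equine and 5% calf serum. Tebufenozide (100 nM final) and compounds were added, then ATPlite reagent, and luminescence was read.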
# GAA inhib – alpha-glucosidase (human) inhibition | Potency, µM (series often up to 76.9 µM), without a hit: top-dose activity change, negative = inhibition, usual class: inhibitors | P10253 | purified human GAA, 4-MU-alpha-glucoside fluorescence | hit rate 0.005% among 200,000 | AID 1466;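 further: plate controls were uninhibited enzyme wells for no effect and no-enzyme background for full effect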
#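 Read-out is 4-methylumbelliferone fluorescence (Ex 365/Em 440 nm) after NaOH/glycine stop at pH 10. Enzyme 4 nM, substrate 400 uM, pH 5.0 citrate buffer, 20 min room temperature; AC50 from Hill-equation concentration-response.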
# aGlu spleen mod – inhibitors or activators of human alpha-glucosidase in spleen homogenate. P10253. human spleen homogenate, 4-MU-alpha-glucoside fluorescence. Potency, µM (doses to about 79.9 µM), for inactives: at the top dose activity change, negative = inhibition, usual class: inhibitors. hit rate 0.006% among 240,000. AID 2112;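 further: 0% = enzyme with vehicle and -100% = no enzyme basal signal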
#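 Human spleen homogenate (1 ug) with 4-methylumbelliferyl-alpha-D-glucopyranoside (1 mM final) in 50 mM citrate/phosphate pH 5.0, 0.01% Tween-20; 40 min at 37 C. Stopped at pH 10; 4-MU fluorescence Ex 365/Em 440 nm; AC50 by Hill fit.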
# The depositor's hits bear a star; ? = inconclusive; . = not tested or not shown; & = joins results of further samples; [ ] = remark or other dose. Unless noted, the call rests on the fitted dose curve; in most records, active means well fitted curve in the direction sought with a large enough effect; inconclusive means small, poorly fitted or top-dose-only effect, or another doubt; inactive means no such curve, though single readings can be large; an effect the other way counts as inactive or inconclusive. Potency means the concentration at half of the fitted maximal effect.
SMILES,GAA glycogen,RGS12 GoLoco inh,IMPase Li cell,HttQ103 aggreg,HTT ATP protect,GAA inhib,aGlu spleen mod
NC(=O)c1ccc(NC(=O)CCc2nc3ccccc3s2)cc1,4%,25%,3%,21%,1%,-10%,4%
O=C(CCC(=O)c1cccs1)NCc1ccncc1,7%,-2%,11%,2%,2%,-1%,2%
CCn1c(SCC(=O)c2ccc3c(c2)OCCO3)nnc1-c1ccco1,3%,-4%,21%[38.3 µM],23%,17%[10 µM],-16%,4%
Nc1nc2c(c(=O)[nH]1)N=C(CNc1ccc(C(=O)NC(CCC(=O)O)C(=O)O)cc1)CN2 (stereo not drawn),.,0%,15%,.,7%[1.9 µM],.,7%
Cc1cccc(N2CCN(C(=O)Cn3cccc3)CC2)c1C,27%,24%,-3%[38.3 µM],-2%,13%,-2%,1%
O=C(COC(=O)COc1ccccc1F)Nc1ccc(Cl)cn1,10%,9%,.,-20%[9.22 µM],-3%[10 µM],.,-1%
COc1cccc(C(=O)/C=C/Nc2cc(C)ccc2O)c1,28µM*,-19%,16%[38.3 µM],?,-31%,-5%,-17%
CC(C)c1c(Cl)c(O)c(-c2ccccc2)c(=O)n1-c1ccc(F)cc1,-4%,-3%,-7%,4%,.,2%,-1%
CC(CNC(=O)COc1ccccc1)OC(=O)Nc1ccc(Cl)c(Cl)c1 (stereo not drawn),3%,2%,-5%,?,12%[10 µM],-11%,-3%
COC(=O)C1=C(C)N(C)C(C)=C(C(=O)OC)C1c1ccc(F)c(Br)c1,-23%,-5%,43%[38.3 µM],23%,16%[10 µM],-6%,-6%
O=C(Nc1cnccn1)c1cccs1,6%,11%,-4%[38.3 µM],-11%,-20%,1%,-3%
O=C(O)CCCCCNCc1c(Cl)cccc1Cl,2%,-4%,.,0%[9.22 µM],-38%[10 µM],.,0%
CC(C)OCc1c(C(=O)OC/C(O)=C(\C#N)c2nc3ccccc3[nH]2)oc2ccccc12,0%,55%[activator],-5%,2%,-32%[inhibitor],-2%,12%
Cn1c(SCc2cccc(C(F)(F)F)c2)nnc1-c1ccco1,-4%,9%,-2%[38.3 µM],-11%,-6%,3%,-5%
CC(=O)Nc1ccc(S(=O)(=O)NC2(C(F)(F)F)C(=O)NC(C)=C2C#N)cc1 (stereo not drawn),-2%,-7%,8%,-3%[9.22 µM],14%[10 µM],11%,0%
CC(C)[C@H](NC(=O)NCCc1ccccc1)C(=O)O,2%,2%,3%,-5%,-9%[10 µM],5%,-10%
O=C(/C=C/c1ccc(Cl)cc1Cl)N(Cc1ccccc1)C1CCS(=O)(=O)C1 (stereo not drawn),-2%,-6%,-4%,26%,31%[10 µM],3%,2%
COc1cc2c(cc1OC)[C@@H]1C(=O)c3ccc4c(c3O[C@@H]1CO2)C=CC(C)(C)O4,.,3%,27%,.,-55%[inhibitor][1.9 µM],.,-4%
Cn1ncc(Br)c1NC(=O)CSc1ccc(Cl)cc1,4%,8%,.,-5%[9.22 µM],-1%[10 µM],.,-3%
COc1ccc2c(c1)C(C)=CC(C)(C)N2C(=O)Nc1ccccc1,35µM*,-5%,13%,?,-12%[10 µM],?,1%
COc1ccc(Br)cc1S(=O)(=O)NCCCN1CCOCC1,-10%,19%,1%,18%[9.22 µM],14%[10 µM],10%,5%
COc1ccc(C(C)=O)cc1CN1C(=O)NC2(CCCCCC2)C1=O,-8%,-16%,27%[38.3 µM],26%,-5%,5%,1%
Cn1ncc(Br)c1NC(=O)Nc1ccc(OC(F)(F)F)cc1,-4%,9%,.,-13%[9.22 µM],-6%[10 µM],.,-2%
Cn1cnc(S(=O)(=O)Nc2cc(C(F)(F)F)ccc2N2CCOCC2)c1,0%,11%,.,10%[9.22 µM],1%[10 µM],-3%,-17%
Cc1ccccc1OCCSCc1nc2ccccc2[nH]1,-8%,-2%,9%,3.5µM*,3%[10 µM],-10%,3%

# (list continues)
SMILES,GAA glycogen,RGS12 GoLoco inh,IMPase Li cell,HttQ103 aggreg,HTT ATP protect,GAA inhib,aGlu spleen mod
O=C(NCCC1=CCCCC1)C(=O)c1c[nH]c2ccccc12,4%,-6%,-8%,-4%,7%[10 µM],4%,-13%
O=C(/C=C\Nc1ccc2c(c1)OCO2)c1ccc(Cl)s1,-14%,7%,2%,?,10%[10 µM],-9%,0%
Cc1ccc(S(=O)(=O)NC(=O)N2CCC(C)CC2)cc1,8%,6%,-15%[38.3 µM],-5%,-23%,-4%,-7%
Cc1ccccc1Nc1nc(N)nc(CSc2nc3ccccc3s2)n1,5%,8%,10%,8%,2%[10 µM],-26%,-3%
Cc1noc(C)c1C(=O)Nc1ccc(F)c(F)c1,8%,-2%,20%[38.3 µM],-1%,-4%,5%,-5%
Cc1ccc(NC(=O)C2CC(=O)N(C(C)C)C2)cc1Cl (stereo not drawn),0%,-2%,2%,-1%[9.22 µM],-20%[10 µM],?,0%
Cc1ccc(-n2nnnc2-c2ccco2)cc1,13%,1%,14%,-2%,17%[10 µM],1%,-2%
COC(=O)c1cn(NC(=O)c2cc(OC)cc(OC)c2)c(=O)c2ccccc12,7%,1%,-12%[38.3 µM],6%,-8%,-6%,-4%
CCCCc1ccc(NC(=O)N[C@H](C(=O)O)C(C)CC)cc1 (stereo partly drawn),-26%,0%,24%[38.3 µM],9%,6%[10 µM],-4%,4%
CC1CN(S(=O)(=O)c2ccc(NC(=O)c3ccco3)cc2)CC(C)O1 (stereo not drawn),15%,17%,16%[38.3 µM],16%,1%[10 µM],-8%,2%
CCn1c(CCCOc2ccc(Cl)cc2Cl)n[nH]c1=S,-8%,11%,3%,-5%[9.22 µM],25%[10 µM],?,-2%
COc1ccc(CCNC(=O)CSc2cn(Cc3cccc(C)c3)c3ccccc23)cc1OC,-2%,-4%,15%,-27%,.,-8%,1%
COc1ccc([C@@H]2[C@H]3C(=O)N(c4cccc(C(F)(F)F)c4)C(=O)[C@H]3ON2C)cc1,-2%,7%,4%[38.3 µM],-13%,5%[10 µM],-7%,-1%
COc1ccc(/C=C2\SC(=N)N(c3ccc(F)cc3)C2=O)cc1OC,3%,5%,7%,-15%,-7%,-8%,-12%
c1ccc2c(Nc3nc(N4CCOCC4)c4ccccc4n3)cccc2c1,-8%,4%,19%,-31%,.,-2%,5%
c1cncc(-c2nc(N3CCOCC3)c3c4c(sc3n2)CCC4)c1,?,3%,4%,9%,5%[10 µM],2%,3%
CC(C(=O)O)N1CCCCC1 (stereo not drawn),-9%,1%,.,8%[9.22 µM],9%[10 µM],.,2%
COCC(=O)Nc1cc(C(=O)Nc2ccccc2C)ccc1Cl,-11%,2%,-7%[38.3 µM],0%,-31%,-4%,-8%
O=C(NNC1CC(=O)N(c2ccc(Br)cc2)C1=O)c1cccnc1 (stereo not drawn),?,-5%,-3%,-13%,-26%,2%,0%
C/C(CC(=O)NC(C)(C)C)=N\NC(=O)c1ccccc1N,-8%,-3%,-11%,13%,-81%[inhibitor],4%,1%
O=C(Nc1ccc2ccccc2c1)c1cccc(F)c1,3%,0%,.,-36%[9.22 µM],-18%[10 µM],.,-3%
NC(=O)N/N=C/c1ccc(OCc2cccc(Cl)c2)cc1,12%,-2%,-3%,33%,24%,-1%,-2%
CC(C)OC(=O)c1c(NC(=O)CCC(=O)O)sc2c1CCCCC2,-17%,3%,-11%,14%,.,-6%,-13%
COC(=O)c1c(C)[nH]c(C=O)c1-c1ccccc1,3%,5%,.,-4%[9.22 µM],17%[10 µM],4%[15.4 µM],-6%
O=C(c1noc2c1CCCC2)N1CCC(CO)(Cc2ccccc2Cl)CC1,-12%,-5%,11%,-11%[9.22 µM],7%[10 µM],-1%,7%

# Additional records:
SMILES,GAA glycogen,RGS12 GoLoco inh,IMPase Li cell,HttQ103 aggreg,HTT ATP protect,GAA inhib,aGlu spleen mod
COc1ccc(NC(=O)c2ccc(-c3ccc(OC)cc3)s2)cc1,1%,0%,-10%,5%,-54%[inhibitor],-1%,.
Cc1ccc(N(CC(=O)Nc2ccc(C)cc2C)S(=O)(=O)N2CCCC2)cc1,-14%,11%,46%[activator][38.3 µM],11%[1.84 µM],8%,-1%,-7%
COC(=O)[C@@H](NC(=O)O[C@H]1C(=O)c2ccc(OC)cc2O[C@@H]1c1ccc2c(c1)OCO2)C(C)C,2%,4%&0%,16%&7%,23%,-9%,-14%,-3%&-16%
CC(NC(=O)CCN1C(=O)c2ccccc2C1=O)c1ccc2c(c1)CCCC2 (stereo not drawn),-2%,0%,-3%,3%,.,2%,-2%
CCOC(=O)c1cc(-c2csc(Nc3c(C)cc(C)cc3C)n2)on1,-11%,5%,.,-12%[9.22 µM],7%[10 µM],3%[15.4 µM],8%
Cc1ccc(OCC(=O)Nc2ccc(N3CCN(C(=O)c4ccco4)CC3)cc2)cc1,3%,15%,13%,21%[9.22 µM],26%[10 µM],5%,-4%
Cc1ccc2cc(C3CC(c4ccco4)=NN3C(=O)CCC(=O)O)c(Cl)nc2c1 (stereo not drawn),3%,1%,-7%,10%,-3%[10 µM],6%,-3%
CCCc1cc(=O)[nH]c(SCC(=O)NC)n1,1%,6%,3%[38.3 µM],8%,-7%,5%,-8%
C=CCSc1nnc2n(CCc3ccccc3)c(=O)c3c4c(sc3n12)COC(C)(C)C4,3%,4%,47%[activator][38.3 µM],3%[9.22 µM],-9%,-13%,4%
O=C(Cn1cc(C(=O)c2cccs2)c2ccccc21)NC1CCCCC1,5%,2%,22%[38.3 µM],12%,-7%,-11%,-2%
CC(=O)c1cccc(NC(=O)c2ccc3c(Cl)c4c(nc3c2)CCCC4)c1,-5%,4%,2%,-8%,32%[10 µM],6%,-15%
CC(=O)c1cccc(NC(=S)NC(=O)c2ccccc2)c1,0%,1%,5%,-1%,-10%[10 µM],-6%,1%
O=C(N/N=C1\CC2CC=CC12)c1ccc(COc2ccccc2)cc1 (stereo not drawn),-21%,53%[activator],13%,-9%,3%[10 µM],12%,1%

# 3 of these compounds in a different format:
structure	GAA glycogen	RGS12 GoLoco inh	IMPase Li cell	HttQ103 aggreg	HTT ATP protect	GAA inhib	aGlu spleen mod
O=C(O)CCCCCNCc1c(Cl)cccc1Cl	2%	-4%	.	0%[9.22 µM]	-38%[10 µM]	.	0%
COc1cc2c(cc1OC)[C@@H]1C(=O)c3ccc4c(c3O[C@@H]1CO2)C=CC(C)(C)O4	.	3%	27%	.	-55%[inhibitor][1.9 µM]	.	-4%
COC(=O)C1=C(C)N(C)C(C)=C(C(=O)OC)C1c1ccc(F)c(Br)c1	-23%	-5%	43%[38.3 µM]	23%	16%[10 µM]	-6%	-6%

# These rows are one share of the data (hit frequency here may not be typical).
